Screening results deposited in PubChem by several laboratories.
MITF act – MITF TRPM1 promoter activation in melanoma cells | SK-MEL-5 TRPM1-promoter luciferase, 24 h; % of positive control, neutral wells = 0 | activation, % at 12.5 µM | 300,000 tested, 0.75% active;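 active = mean activation of at least 80% with every replicate also reaching 80%; inconclusive = mean reaches 80% but some replicate falls short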;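 note: 0% = neutral control wells and 100% = parthenolide positive control wells; values of inactives mirror those of a sister screen read the other way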
CDK5 p35 inh – inhibitors of human CDK5/p35 kinase; Q00535+Q15078; Recombinant CDK5/p35, ADP-Glo luminescence, 60 min; inhibition, % at 10 µM; 330,000 tested, 0.01% active;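 active = highest replicate inhibition of at least 50% and at least 75% of replicates reaching 50%; inconclusive = only one of the two criteria met; inactive = both criteria failed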;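 note: plate controls were DMSO neutral control for no effect and GW8510 at 10 µM for full effect; many of its hits are not listed in these tables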
dFosB activator – mouse delta FosB homodimer activation; purified delta FosB, TAMRA-CDK5 oligo fluorescence polarization; percent of positive-control signal above neutral wells; activation, % at 25 µM; 340,000 tested, 0.99% active;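 active = mean activation above about 17%, with every replicate also reaching it, limit read from the data, passing the limit was not always enough; inconclusive = only one of the two conditions met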;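 note: fluorescence polarization rise as delta FosB binds a TAMRA Cdk5 AP-1 oligo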
Target sequence (P13346 whole entry, looked up): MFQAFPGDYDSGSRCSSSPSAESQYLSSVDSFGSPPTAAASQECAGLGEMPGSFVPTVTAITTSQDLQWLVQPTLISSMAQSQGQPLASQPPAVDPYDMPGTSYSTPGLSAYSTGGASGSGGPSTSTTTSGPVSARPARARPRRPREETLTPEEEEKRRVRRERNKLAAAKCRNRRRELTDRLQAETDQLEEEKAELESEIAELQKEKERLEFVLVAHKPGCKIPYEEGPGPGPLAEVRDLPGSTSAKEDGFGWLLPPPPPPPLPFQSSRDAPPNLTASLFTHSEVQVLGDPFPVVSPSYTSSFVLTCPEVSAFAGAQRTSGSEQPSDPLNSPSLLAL
Tat transport – blocks Tat-dependent protein export in E. coli; 340,000 tested, 0.036% active; E. coli MC4100 TorA-mCherry Tat export, fluorescence; inhibition, % at 10 µM;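 active = mean replicate inhibition at least 50% and at least half of replicates individually reaching 50%; inconclusive = only one of the two criteria met; inactive = neither criterion met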;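 note: exported cargo escapes ClpAP degradation while cytoplasmic cargo is degraded and loses fluorescence; 0% = median of neutral control wells and 100% = median of NaSCN control wells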
Rtt109 Vps75 – inhibitors of Candida albicans Rtt109/Vps75 histone acetyltransferase | Q5AAJ8 | purified Rtt109/Vps75, ThioGlo CoA-SH fluorescence, 4 h | inhibition, % at 34.9 µM | 330,000 tested, 0.16% active | AID 540336;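 active = inhibition of at least 50% in every replicate; inconclusive = best replicate reaches 50% inhibition but some replicates fall short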
Target sequence (Q5AAJ8 whole entry, looked up): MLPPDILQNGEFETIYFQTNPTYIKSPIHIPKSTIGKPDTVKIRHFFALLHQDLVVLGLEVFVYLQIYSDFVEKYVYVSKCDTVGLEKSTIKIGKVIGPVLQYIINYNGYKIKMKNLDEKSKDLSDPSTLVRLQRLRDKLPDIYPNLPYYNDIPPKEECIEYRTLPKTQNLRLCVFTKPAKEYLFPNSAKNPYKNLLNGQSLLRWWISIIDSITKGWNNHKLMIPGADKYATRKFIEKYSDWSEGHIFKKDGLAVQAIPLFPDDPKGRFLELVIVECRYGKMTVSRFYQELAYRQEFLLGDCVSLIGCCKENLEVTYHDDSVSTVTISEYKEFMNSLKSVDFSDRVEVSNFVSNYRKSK
Wnt act – Wnt/beta-catenin pathway activation. Wnt/beta-catenin reporter cell assay, activator, plate reader. activation, % at 9.35 µM. 300,000 tested, 1.2% active; in the data active = activation above about 30%, passing the limit was not always enough; inconclusive = no clear call, values can overlap the other calls;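 note: 0% = neutral control wells and 100% = positive control wells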
V-ATPase pH – yeast V-ATPase proton transport regulation by pHLuorin; S. cerevisiae, pHLuorin cytosolic pH fluorescence; response, % at 10 µM; 350,000 tested, 0.37% active; AID 504577; in the data active = response mostly above about 7.3%, no sharp cut-off; inactive = mostly below about 5.4%; note: actives read high; inactives centre near 0; some compounds called inactive have numbers as strong as hits
cardiac RTF act – increases calcium sensitivity of human cardiac regulated thin filaments; 340,000 tested, 0.24% active; IANBD-labeled TnC RTF fluorescence at EC20 calcium; 0% EC20 calcium, 100% full calcium; AID 493008; activation, % at 7.2 µM; P19429+P45379;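 active = activation above the mean over all tested compounds plus 3 SD, cut at about 30% in these data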;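 note: rise in fluorescence read as greater calcium sensitivity of cardiac thin filaments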
CAL PDZ FP-1 – blocks peptide binding to the human CAL PDZ domain; Q9HD26; purified CAL PDZ, TMR-peptide fluorescence polarization, 1 h; inhibition, % at 24.9 µM; 300,000 tested, 0.92% active; AID 602252;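 active = mean inhibition of at least 30% with at least half of replicates also reaching 30%; inconclusive = no clear call, values can overlap the other calls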;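 note: 0% = DMSO neutral control and 100% = excess unlabeled competitor peptide PRC23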
CAL PDZ FP-2 – inhibitors of human CAL PDZ peptide binding; Q9HD26; inhibition, % at 20 µM; AID 504414; purified CAL PDZ, TMR-peptide fluorescence polarization, 1 h; 330,000 tested, 0.02% active;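 active = highest replicate inhibition of at least 40%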;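 note: plate controls were DMSO neutral control wells for no effect and unlabeled competitor peptide control wells for full effect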
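Material: tagged CAL PDZ protein CerCALP, purified; buffer or medium: sodium phosphate/NaCl buffer pH 7.4 with TCEP, IgG, Thesit; also added: fluorescent TMR peptide probe; schedule: 1 h incubation at room temperature before polarization reading; technique: fluorescence polarization from S- and P-plane intensities, G-factor corrected; control set: unlabelled peptide and DMSO controls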
* hit, by the source's call; ? = inconclusive; . = not tested or not shown; & = joins results of further samples.

SMILES	MITF act	CDK5 p35 inh	dFosB activator	Tat transport	Rtt109 Vps75	Wnt act	V-ATPase pH	cardiac RTF act	CAL PDZ FP-1	CAL PDZ FP-2
CCCCCCSc1cccc(-c2nc3ccc(Cl)cn3c2NCc2ccccc2)c1	11	-0.3	1	-3	-20	-5&-1	1	15	-4	-0.7
O=C(NC1(C(=O)NC2CCCCC2)CCCCC1)c1ccc2c(c1)OCO2	-3	0.7	12	-19	-20	-1	-4	4	-6	.
CCOc1ncnc2c1sc1nc3c(cc12)COC(C)(C)C3	-17	0.5	2	0	-1	3	-1	1	-5	-0.7
N#CCCN(C(=O)COC(=O)c1ccc(S(=O)(=O)N2CCOCC2)cc1)c1ccccc1	2	-0.7	-9	-3	2	-6	5	-2	.	-1.3
CCCn1c(SCC(=O)N2CCCCC2)nnc1-c1ccco1	-19	-1.2	3	-2	-5	.	1	6	0	-1.7
C=CCn1c(SCC(=O)Nc2ccc(-c3nc4ccc(C)cc4s3)cc2)nnc1-c1ccncc1	42	0.6	5	-9	11	?	3	4	2	-0.9
COc1ccccc1/C=C/C(=O)NCC(=O)N/N=C(/C)c1ccco1	-6	-0.6	-2	2	6	-1	-4	1	-2	-2.0
O=C(NCc1ccccc1)c1noc2c1CCCCC2	101*	0.7	-11	-4	17	.	-4	9	.	-3.0
Clc1ccc(NCc2cccnc2)cc1	-6	-0.6	4	10	-1	2	2	0	-3	.
Cc1cccc2cc(CN(CC3CCCO3)C(=O)c3cccnc3)c3nnnn3c12 (stereo unspecified)	.	-0.2	-3	6	2	-8	-4	5	0	-3.6
CCC1CCC2(CC1)NC(=O)N(CC(=O)Nc1ccc(OC)cc1)C2=O (stereo unspecified)	-1	-0.5	-6	-6	6	-5	1	1	-3	-1.9
COc1ccc(NC(=O)c2c(-c3ccccc3Cl)noc2C)c(OC)c1	2	-1.3	-10	0	3	.	1	0	2	-2.5
CCCCn1c(=O)[nH]c(=O)c2c1nc(-c1ccc(OCC)cc1)n2CC	6	0.1	-4	2	10	1	2	-3	-6	-2.3
COc1cccc(CNC(=O)CN2C(=O)NC(c3ccccc3)(c3ccccc3)C2=O)c1	-9	-0.3	0	0	2	-1	2	-7	-5	-2.6
Cc1cccc2[nH]c3c(=O)n(CCN4CCNCC4)cnc3c12	-9	-0.7	1	-1	-2	-2	2	2	-5	-0.3
CN(Cc1ccccc1)S(=O)(=O)c1ccc(N2CCCC2=O)cc1	13	0.8	3	-4	-2	3	-1	-1	-5	-0.2
Cc1c(C(=O)OCC(=O)N(C)c2ccccc2)oc2ccccc12	59	-3.5	-8	12	-5	27	-1	5	-2	-3.6
Oc1ccccc1CNc1nc2ccccc2n1CCN1CCCCC1	3	1.6	-7	-3	2	6	1	-1	1	-1.0
CC(=O)[C@@]12O[C@@H]1C[C@H]1[C@@H]3CC[C@H]4C[C@@H](O)CC[C@]4(C)[C@H]3CC[C@@]12C	-9	1.0	13	2	4	-1	1	-4	4	.
O=C(Nc1ccc(Cl)cc1)C1CCN(C(=O)c2ccco2)CC1	-1	0.3	-12	1	2	11	1	6	-2	-1.0
CCOC(=O)N1CCN(C2=C(NS(=O)(=O)c3ccccc3)C(=O)c3ccccc3C2=O)CC1	-22	1.3	-11	1	3	1	-2	-2	-4	0.9
COc1ccc(NS(=O)(=O)c2ccc(N3CCOCC3)c(NC(=O)c3ccc(F)cc3)c2)cc1	9	0.4	-16	-2	-1	-2	2	-7	.	-2.4
COC(=O)c1c(C)[nH]c(C)c1C(=O)c1ccccc1Cc1ccccc1	-9	-1.0	3	6	1	-2	-3	-6	-2	-0.9
CN(C)c1cc(-c2ccccc2)nc(N)n1	-6	1.0	3	2	6	-2	-1	-11	.	-1.8
CCC1=C2CC[C@H]3C(=O)N(C)C(=O)[C@H]3[C@H]2[C@@]2(Cc3ccccc3)C(=NCC(=O)OC)OC(=O)N2C1=O	-7	-3.4	-8	-2	-1	-2	-4	5	-1	0.7

Fetched by structure from the entries so far (two):
SMILES	MITF act	CDK5 p35 inh	dFosB activator	Tat transport	Rtt109 Vps75	Wnt act	V-ATPase pH	cardiac RTF act	CAL PDZ FP-1	CAL PDZ FP-2
Clc1ccc(NCc2cccnc2)cc1	-6	-0.6	4	10	-1	2	2	0	-3	.
C=CCn1c(SCC(=O)Nc2ccc(-c3nc4ccc(C)cc4s3)cc2)nnc1-c1ccncc1	42	0.6	5	-9	11	?	3	4	2	-0.9

Next entries:
SMILES	MITF act	CDK5 p35 inh	dFosB activator	Tat transport	Rtt109 Vps75	Wnt act	V-ATPase pH	cardiac RTF act	CAL PDZ FP-1	CAL PDZ FP-2
Cc1cccc(S(=O)(=O)C(C#N)c2nc3ccccc3nc2N2CCOCC2)c1 (stereo unspecified)	-25	-0.4	0	-11	-5	-1	2	8	-1	-1.1
COc1ccc(CNC(=S)Nc2ccc(OC)cc2)cc1	2	0.1	0	2	-3	4	-3	-2	0	-0.1
COCCNc1c(-c2ccc(OC)c(OC)c2)nc2ccc(Cl)cn12	-4	-0.7	-16	-2	-10	0	3	10	-2	-0.3
CCCCN(C(=O)CSc1nnc(-c2ccc(OC)cc2)n1C(C)C)c1c(N)n(Cc2ccccc2)c(=O)[nH]c1=O	-6	-3.2	-2	-10	5	0	1	3	0	-3.1
CCOC(=O)COc1cccc2c(=O)n(CC(=O)N3CCCCC3)ccc12	-12	2.5	-12	1	-6	-2	1	3	-4	-0.7
COc1cc(O)c(CC=C(C)C)c(O)c1C(=O)CCc1ccc(O)cc1	10	-2.5	-8	14	1	-1	-3	4	-1	-0.3
O=C(Nc1ccc(Br)cn1)C1CCCN1S(=O)(=O)c1ccccc1 (stereo unspecified)	1	0.5	-7	3	13	-3	4	2	-3	-0.1
COCCNC(=O)c1cc(-c2ccc(Cl)c(Cl)c2)on1	45	-5.8	-5	5	-9	8	4	0	-5	0.8
N#Cc1c(N)nc2c3c(sc(=N)c2c1N)NC(=O)CC3c1ccccc1Cl (stereo unspecified)	.	0.2	57*	2	-3	0	-2	7	-2	-0.3
O=C(CCNS(=O)(=O)c1ccc(OC(F)(F)F)cc1)N1CCN(S(=O)(=O)c2cccc(F)c2)CC1	6	1.7	-19	14	0	-1	-1	-4	2	-1.2
Cc1ccc(C(=O)Nc2sc3c(c2C(=O)O)CCCCC3)o1	58	1.3	-2	0	4	.	-1	-6	2	-1.0
CCN(CC)S(=O)(=O)c1cccc(NC(=O)COC(=O)c2cccs2)c1	-1	2.1	-8	3	2	0	-2	0	21	-0.6
Nc1c(C(=O)O)cnn1-c1ccc([N+](=O)[O-])cc1	.	-1.0	-9	0	?	3	-4	0	-5	1.4
CCOc1c(Nc2ccc(C(C)C)cc2)c(=O)c1=O	-17	0.8	-3	-12	-1	-2	5	-1	.	-1.7
O=S(=O)(Nc1ccc(N2CCCCC2)cc1)c1cccs1	11	-0.3	-1	2	6	28	2	0	-4	-2.4
Cc1ccccc1Cn1c2ccccc2c2cnn(CC(=O)NCCCN3CCOCC3)c(=O)c21	-11	.	-17	-5	1	-2	6	-2	-3	-3.2
Cc1ccc(CNS(=O)(=O)NCc2ccccc2)cc1	-3	-0.5	-2	0	-4	.	2	-2	-3	-1.0
O=C(Nc1nc2ccccc2[nH]1)c1ccccc1O	.	1.0	4	-2	-14	42*	2	4	-4	-1.1
O=C(Nc1ccc(Br)cn1)c1cccc(S(=O)(=O)N2CCCC2)c1	1	2.8	-6	5	-5	-4	1	-3	-5	-0.5

Ordered by molecular weight (falling): some entries from above.
SMILES	MITF act	CDK5 p35 inh	dFosB activator	Tat transport	Rtt109 Vps75	Wnt act	V-ATPase pH	cardiac RTF act	CAL PDZ FP-1	CAL PDZ FP-2
CCCCN(C(=O)CSc1nnc(-c2ccc(OC)cc2)n1C(C)C)c1c(N)n(Cc2ccccc2)c(=O)[nH]c1=O	-6	-3.2	-2	-10	5	0	1	3	0	-3.1
COc1ccc(NS(=O)(=O)c2ccc(N3CCOCC3)c(NC(=O)c3ccc(F)cc3)c2)cc1	9	0.4	-16	-2	-1	-2	2	-7	.	-2.4
CCOC(=O)N1CCN(C2=C(NS(=O)(=O)c3ccccc3)C(=O)c3ccccc3C2=O)CC1	-22	1.3	-11	1	3	1	-2	-2	-4	0.9
CCC1CCC2(CC1)NC(=O)N(CC(=O)Nc1ccc(OC)cc1)C2=O (stereo unspecified)	-1	-0.5	-6	-6	6	-5	1	1	-3	-1.9
Oc1ccccc1CNc1nc2ccccc2n1CCN1CCCCC1	3	1.6	-7	-3	2	6	1	-1	1	-1.0
CCCn1c(SCC(=O)N2CCCCC2)nnc1-c1ccco1	-19	-1.2	3	-2	-5	.	1	6	0	-1.7
CC(=O)[C@@]12O[C@@H]1C[C@H]1[C@@H]3CC[C@H]4C[C@@H](O)CC[C@]4(C)[C@H]3CC[C@@]12C	-9	1.0	13	2	4	-1	1	-4	4	.
COCCNC(=O)c1cc(-c2ccc(Cl)c(Cl)c2)on1	45	-5.8	-5	5	-9	8	4	0	-5	0.8
COc1ccc(CNC(=S)Nc2ccc(OC)cc2)cc1	2	0.1	0	2	-3	4	-3	-2	0	-0.1
CCOc1c(Nc2ccc(C(C)C)cc2)c(=O)c1=O	-17	0.8	-3	-12	-1	-2	5	-1	.	-1.7
O=C(Nc1nc2ccccc2[nH]1)c1ccccc1O	.	1.0	4	-2	-14	42*	2	4	-4	-1.1
